# Screens (PubChem)
# AT treatment – potential ataxia-telangiectasia treatment | […] A-T fibroblasts, KAP-1 phosphorylation AlphaLISA; neocarzinostatin DNA damage 30 min before lysis | Potency, µM (highest dose often 57.5 µM), inactives show at the highest dose activation, hits mostly activators | actives 0.19% (n = 320,000); further: potency means the concentration at half of the fitted maximal effect; % of control where 0% means no effect; nearly all actives have a fitted effect of over 45% in size
#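 ATM-like activity read as KAP-1 phosphorylation via AlphaLISA donor/acceptor antibody pairs after lysis and 6 hr at 25C. Cells were ATM-null patient fibroblasts ([…], hTERT), dosed 60 min, then exposed to the DSB inducer NCS for 30 min.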
# PTAP TSG101 blk – blocks PTAP/TSG101 interaction to inhibit HIV-1 budding; Fluorescence polarization, FITC-PTAP peptide / Tsg101 binding; AID 493005; 340,000 tested, under 10 active; Potency, µM (top dose mostly 115 µM), for the others: top-dose activity change, negative = inhibition, most hits filed as inhibitors; Q99816; active means well fitted inhibition curve with a large enough effect in the main read-out, with a control signal flat, not every such curve was filed as active; inconclusive means small, poorly fitted or top-dose-only effect, or effect the other way, or a change in a side signal; inactive means no such curve, though single readings can be large or run the other way; further: potency means the concentration at half of the fitted maximal effect; % of control where 0% means no effect
# Target sequence (Q99816 whole entry, looked up): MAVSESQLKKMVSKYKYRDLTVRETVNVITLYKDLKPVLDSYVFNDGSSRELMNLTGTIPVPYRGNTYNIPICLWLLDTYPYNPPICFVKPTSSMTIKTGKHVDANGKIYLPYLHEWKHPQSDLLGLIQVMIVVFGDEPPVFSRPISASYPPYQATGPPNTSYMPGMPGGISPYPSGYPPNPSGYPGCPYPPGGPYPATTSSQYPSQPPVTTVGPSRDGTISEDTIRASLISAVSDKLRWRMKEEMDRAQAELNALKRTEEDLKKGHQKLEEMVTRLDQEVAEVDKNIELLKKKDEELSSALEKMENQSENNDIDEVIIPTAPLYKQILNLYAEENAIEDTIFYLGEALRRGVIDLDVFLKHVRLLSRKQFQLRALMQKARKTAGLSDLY
#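 Fluorescence anisotropy tracks displacement of a FITC-tagged PTAP peptide (50 nM) from the Tsg101 binding domain (10 uM), following a 20 min room-temperature incubation at pH 7.5.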
# Integrin act MD – activators of alpha7 integrin expression for muscular dystrophy | alpha7betagal myoblasts, beta-gal FDG fluorescence, 48 h | Potency, µM (series often up to 38.3 µM), for the others: at the highest dose activation, most hits filed as activators | actives 0.064% (n = 350,000) | AID 624291;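 further: potency means the concentration at half of the fitted maximal effect; 100% = response of the positive control SU9516; nearly all actives have a fitted effect of over 60% in size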
#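 alpha7betagal+/- myoblasts (passage 13, 250/well) treated 48 h at 37C with compounds at 1:260 dilution of DMSO stock. Lysed, then beta-galactosidase activity read as FDG fluorescence (ex 480/em 540) after 30 min, with pre-read for autofluorescence.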
# TRPV1 ag – agonists of human vanilloid receptor 1 (TRPV1); TRPV1-expressing cells, Fluo-8 calcium influx, agonist mode; Q8NER1; AID 540275; actives 0.19% (n = 320,000); activation, % at 8.33 µM; in the data active means activation above about 80%; inconclusive means between about 30% and that limit; further: 0% is about no effect
#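 Cells expressing TRPV1 were dye-loaded with Fluo-8 and read kinetically: 10 s baseline, 3 min after compound (agonist portion), then 2 min after EC20 capsaicin (allosteric enhancer portion). Calcium-bound dye fluorescence at 480/520 nm.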
# p53 reactivation – restores transcriptional activity of mutant p53; H1299 p53-A138V BP100-luciferase reporter, luminescence, 24 h; Potency, µM (series often up to 92.2 µM), for the others: at the top dose activity change, positive = activation, actives largely listed as activators; actives 0.063% (n = 320,000); AID 504706; further: potency means the concentration at half of the fitted maximal effect; % of control where 0% means no effect; nearly all actives have a fitted effect of over 45% in size
#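 p53-null H1299 cells stably carrying temperature-sensitive p53-A138V and a BP100-luciferase reporter were pinned with compounds (4-point, 1:5 series) and held 24 hrs at 37 deg C. Luminescence was read 10 min after detection reagent.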
# ELG1 repair inh – ELG1-dependent DNA repair inhibition; Potency, µM (highest dose often 46.1 µM), for the others: at the top dose activity change, negative = inhibition, actives largely listed as inhibitors; actives 2.3% (n = 330,000); HEK293T ELG1-luciferase reporter, luminescence, 16 h; DNA damage induced by 5-fluorouridine; further: potency means the concentration at half of the fitted maximal effect; on the % scale 0 is the no-effect control and ±100 the full control effect; nearly all actives have a fitted effect of over 55% in size
#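 In this reporter screen, reduction of luminescence relative to DMSO vehicle indicated activity. Compounds and 5-fluorouridine were added together to 2,000 cells per well, incubated for 16 hr at 37 °C, then developed with ONE-Glo.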
# B2AR arrestin – beta2AR (human) beta-arrestin recruitment activity | P07550 | beta-arrestin recruitment to beta2AR, cell-based reporter | Potency, µM (top dose mostly 46.1 µM), for the others: at the highest dose activation, hits mostly activators | actives 0.02% (n = 330,000);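 further: potency means the concentration at half of the fitted maximal effect; 0% = DMSO controls and full agonism = EC100 isoproterenol or metaproterenol; nearly all actives have a fitted effect of over 65% in size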
# Target sequence (P07550 whole entry, looked up): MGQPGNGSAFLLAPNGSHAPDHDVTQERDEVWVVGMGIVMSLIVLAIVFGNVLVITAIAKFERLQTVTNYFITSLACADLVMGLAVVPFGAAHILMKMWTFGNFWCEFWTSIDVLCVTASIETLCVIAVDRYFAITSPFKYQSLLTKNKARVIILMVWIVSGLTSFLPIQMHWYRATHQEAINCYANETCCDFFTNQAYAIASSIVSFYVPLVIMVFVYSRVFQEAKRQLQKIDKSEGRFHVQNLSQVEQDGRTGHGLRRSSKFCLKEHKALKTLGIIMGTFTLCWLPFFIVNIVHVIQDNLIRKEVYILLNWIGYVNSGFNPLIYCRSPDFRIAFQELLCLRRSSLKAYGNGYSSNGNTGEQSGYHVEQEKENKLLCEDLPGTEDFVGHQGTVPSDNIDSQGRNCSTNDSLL
# BRCA1 expr act – BRCA1 expression activation; AID 624202; MCF7-BRCA1-FFLuc reporter, luminescence, 48 h; response scale: scaled: vehicle 0%, 10 µM genistein 100%; actives 1.1% (n = 380,000); Potency, µM (highest dose often 46.1 µM), for the others: top-dose activation, usual class: activators; further: potency means the concentration at half of the fitted maximal effect; nearly all actives have a fitted effect of over 80% in size; some results filed as inactive show a strong effect at the top dose
#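 MCF7-BRCA1-FFLuc cells, 2000/well in phenol-red-free MEM, attached 2 h then treated 48 h at 37 C. Luciferase luminescence read 15 min after reagent; normalized to genistein maximum activation (10microM) and DMSO, concentration-response fitted.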
# TCR act – activators of T cell receptors. primary human leukocytes, anti-CD3, IL-2 HTRF, 48 h. AID 504894. 330,000 tested, under 10 active. Potency, µM (series often up to 9.22 µM), inactives show top-dose activation of IL-2 secretion, actives largely listed as activators; further: % of control where 0% means no effect
#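 Readout: HTRF IL-2, Eu-cryptate/d2 antibody pair, 320nm excitation, 665nm emission. Stimulus: a-CD3 beads, no co-stimulation. Cells: primary human leukocytes. Exposure: 48 hr with compound.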
# MLL CXXC-DNA inh – blocks binding of human MLL CXXC domain to DNA | Q03164 | MLL-CXXC / FITC-HOXA9 DNA fluorescence polarization | Potency, µM (top dose mostly 115 µM), without a hit: at the top dose activity change, negative = inhibition, actives largely listed as inhibitors | actives 0.037% (n = 290,000); active means well fitted inhibition curve with a large enough effect in the polarisation, with a control signal flat, not every such curve was filed as active; inconclusive means small, poorly fitted or top-dose-only effect, or effect the other way, or a change in a side signal; inactive means no such curve, though single readings can be large or run the other way; the % refers to the polarisation; further: potency means the concentration at half of the fitted maximal effect
#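 Steps: dispense CXXC domain solution (7 uM) → pin compounds or unlabeled HOX-A9 DNA control → 5 min ambient → add FLSN-HOX-A9 solution (50 nM) → spin → 30 min ambient → fluorescence polarization. Tris pH 7.5/NaCl/DTT/BSA buffer.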
# * hit, by the source's call; ? = inconclusive; . = not tested or not shown; [ ] = remark or other dose. Unless noted, the call rests on the fitted dose curve; in most records, active means well fitted curve in the direction sought with a large enough effect; inconclusive means small, poorly fitted or top-dose-only effect, or another doubt; inactive means no such curve, though single readings can be large; an effect the other way counts as inactive or inconclusive.
SMILES,AT treatment,PTAP TSG101 blk,Integrin act MD,TRPV1 ag,p53 reactivation,ELG1 repair inh,B2AR arrestin,BRCA1 expr act,TCR act,MLL CXXC-DNA inh
C(=N\N=C\c1ccccn1)/c1ccccn1,-5%,-1%,-2%,0,-1%,-1%,2.6%,-1%,1%,6%
CC(C)C1Cc2ccccc2-c2[nH]c(=S)[nH]c(=O)c21 (configuration not stated),.,-6%,9%,.,.,.,.,2%,-5%,.
CCCCN1C(=O)c2ccc(C(=O)Nc3ccccc3N3CCOCC3)cc2C1=O,0%,0%,20%,11,0%,-5%,0.3%,-3%,-5%,-9%
Cc1cc(C)[n+](-c2ccc(C(C)C)cc2)c2[nH]c(=O)[nH]c(=O)c12,3%,-1%,15%,2,-5%,2%,-0.5%,-2%,-4%,-5%
c1ccc(-c2noc(CN3CCOCC3)n2)cc1,-2%,-3%,-1%,2,-1%,6%,0.1%,?,4%,5%
CCOc1ccccc1NC(=O)C1CCN(C(=O)c2cccs2)CC1,0%,1%,7%,3,8%,-2%,-0.3%,0%,1%,0%
CCc1ccc2oc(-c3cc(N)ccc3O)nc2c1,3%,-1%,-30%,-2,-6%,?,0.1%,15%,-7%,-3%
Cc1ccc(NC(=O)CN2C(=O)CN(C)C2=O)cc1S(=O)(=O)N1CCCCC1,1%,1%,-4%,-12,-2%,-4%,-1.0%,0%,-2%,5%
COc1cccc(/C=c2\sc3nc(-c4cccs4)nn3c2=O)c1OC,0%,-1%,-8%,-2,3%,1%,-0.3%,-2%,6%,-28%
CC1CCCN(c2ccc([N+](=O)[O-])cc2C(=O)c2ccccc2)C1 (configuration not stated),-6%,-3%,-44%,23,4%,-5%,-0.5%,-65%,4%[46.1 µM],-6%
O=C(Nc1ccc2oc(=O)ccc2c1)c1ccc(-c2ccc(Cl)cc2)o1,-2%,-4%,17%,3,-5%,9%,0.0%,8%,4%[46.1 µM],?
C=CCN(CC=C)S(=O)(=O)c1ccc(F)cc1,.,-4%,?,-2,.,.,.,9%,0%,8%
O=C(CCN1C(=O)c2ccccc2S1(=O)=O)N1CCN(c2ccccc2F)CC1,3%,-1%,0%,2,0%,-1%,0.4%,-3%,2%,.
COc1cc(NC(=O)c2ccc(Cl)cc2Cl)ccc1-c1cc2ccccc2oc1=O,0%,1%,-6%,-1,2%,0%,0.0%,-41%,-1%,41%[activator]
O=C(CCc1nc(-c2ccccc2)no1)NCC1CCCO1 (configuration not stated),-7%,-10%,-6%,2,6%,?,0.1%,1%,-3%,-1%
S=C(Nc1ccccc1)N1CCn2c1nc1ccccc12,6%,-2%,-24%,-2,?,-2%,?,-8%,.,-14%
O=C(Nc1ccc(F)cc1)c1oc2ccccc2c1NC(=O)C1CC1,4%,-2%,-10%,82*,-11%,?,0.1%,0%,0%,-4%
CSc1ncccc1C(=O)OCCCC(=O)c1ccc(F)cc1,2%,0%,17%,.,-4%,0%,0.0%,5%,0%,.
Cc1ccc(S(=O)(=O)NCc2c(Cl)cccc2Oc2ccccc2)cc1,4%,-4%,11%,15,4%,?,-0.4%,-36%,1%,-4%
Cc1ccn2cc(CC(=O)O)nc2c1,-3%,-5%,-4%,-3,2%,-2%,0.0%,-2%,10%,0%
O=C(COC(=O)c1ccc(Cl)cc1)NCC1CCCCC1,-17%,-2%,9%,.,-6%,12%,-0.5%,1%,-5%[46.1 µM],.
CCOc1ccccc1Nc1nc(-c2sc(NC(=O)c3ccco3)nc2C)cs1,3%,-10%,-15%,15,7%,?,-0.4%,-16%,15%,6%
COC(=O)c1cc2ccsc2n1Cc1ccccc1F,.,-2%,-10%,-6,0%,?,-0.2%,8%,-5%[46.1 µM],9%
O=C(C1CCN(CCCc2ccccc2)CC1)N1CCCCC1,-2%,-7%,17%,2,2%,9%,0.1%,4%,4%,-2%

# An excerpt from above, limited to TCR act and PTAP TSG101 blk.
canonical_smiles	TCR act	PTAP TSG101 blk
COc1cc(NC(=O)c2ccc(Cl)cc2Cl)ccc1-c1cc2ccccc2oc1=O	-1%	1%
O=C(COC(=O)c1ccc(Cl)cc1)NCC1CCCCC1	-5%[46.1 µM]	-2%

# New compounds follow:
SMILES,AT treatment,PTAP TSG101 blk,Integrin act MD,TRPV1 ag,p53 reactivation,ELG1 repair inh,B2AR arrestin,BRCA1 expr act,TCR act,MLL CXXC-DNA inh
COc1ccc(CNC(=O)C(C)N2C(=O)NC(c3ccccc3)(c3ccccc3)C2=O)cc1 (configuration not stated),11%,-2%,-21%,-1,-9%,-11%,-0.3%,-4%,-1%,.
CCc1cc(=O)[nH]c(SCC(=O)NCc2ccc3c(c2)OCO3)n1,14%,-2%,-11%,-1,3%,13%,-0.3%,0%,-4%,.
COc1ccc(Cl)cc1-c1n[nH]c(=S)n1C1CCCCC1,1%,-2%,-9%,2,-10%,-6%,0.1%,-37%,2%,-8%
Cc1cc(C(=O)NCC2CCCO2)sc1C (configuration not stated),5%,-1%,4%,-1,7%,?,0.1%,44%,9%,.
NC(=O)C1CN(C(=O)c2nn(Cc3ccccc3)c(=O)c3ccccc23)c2ccccc2O1 (configuration not stated),12%,-1%,-20%,0,-9%,8%,-0.7%,-7%,-3%,.
COc1ccc(C2CC(=O)C=C(NCC3CCCO3)C2)cc1 (configuration not stated),-7%,-2%,-7%,-2,-8%,-1%,-0.4%,-18%,1%,1%
O=C(O)CC12CSc3[nH]c(=O)sc3C1c1ccccc1OC2=O (configuration not stated),?,.,.,1,6%,4%,0.2%,.,.,5%
C/C(CC(=O)Nc1ccc2c(c1)OCCO2)=N\NC(=O)COc1cccc(C)c1,-2%,-6%,0%,1,-2%,1%,-0.5%,2%,-3%,4%
c1ccc2c(CN3CCSCC3)cccc2c1,-5%,-1%,0%,2,.,?,-0.4%,21%,.,-6%
O=C1c2[nH]nc(-c3ccccc3O)c2C(c2ccc(F)cc2)N1Cc1ccco1 (configuration not stated),-4%,-5%,-3%,1,-24%,0%,0.1%,-29%,4%,-14%
O=C(NC1CCCCC1)N1CCC(c2nc3ccc(Cl)cc3[nH]2)CC1,13%,-4%,-30%[7.66 µM],7,?,5%,-0.1%,-25%,.,-2%
CCc1nc2ccccc2c(C(=O)OCC(=O)Nc2ccc(S(=O)(=O)N3CCOCC3)cc2)c1C,1%,3%,-48%[inhibitor],20,-9%,18µM*,3.8%,-74%,-6%,-1%
Cc1sc2nc(SCC(=O)c3cc(C)n(CC4CCCO4)c3C)n(C(C)C)c(=O)c2c1C (configuration not stated),10%,0%,-48%[inhibitor],4,2%,-2%,0.2%,-9%,1%,1%
Cc1ccc(S(=O)(=O)CC2CSc3nc(N)cc(=O)n32)cc1 (configuration not stated),7%,-7%,2%,0,-5%,-3%,0.4%,1%,-4%,-11%
CCc1nnc(NC(=O)CSc2nnc(CNc3ccc(OC)cc3)n2C)s1,-2%,-4%,3%,-1,10%,2%,-4.0%,-29%,-12%[46.1 µM],3%
Cc1ccc(N(CC(=O)NCc2ccc(F)cc2)C(=O)c2ccco2)cc1C,-6%,2%,4%,10,1%,2%,0.2%,-26%,-4%,11%
Cc1ccc(C)c(/C=C2\N=C(c3ccccc3F)OC2=O)c1,-5%,-8%,-3%,-2,23%,-10%,-0.1%,-4%,.,-27%
CC(C)(C)c1cc[n+](CC(=O)Nc2cc(C(F)(F)F)ccc2N2CCOCC2)cc1,5%,0%,5%,-2,4%,2%,0.0%,16%,1%,1%
CCOc1ccc(S(=O)(=O)NCCC(=O)Nc2cccc(C(=O)OC)c2)cc1,3%,-2%,0%,3,11%,?,-0.3%,29%,3%,14%
O=C(c1ccc2oc(CCCc3ccccc3)nc2c1)N1CCCCC1CO (configuration not stated),10%,-4%,2%,4,?,?,0.0%,?,-3%,8%
Cc1cc(-c2nnnn2-c2cc(Cl)cc(Cl)c2)no1,7%,2%,8%,5,0%,12%,-0.3%,-2%,5%,6%
Cn1c(-c2ccccc2)c(C=O)c2ccccc21,4%,-2%,-15%,8,1%,?,0.2%,65%,4%,-5%
Cc1c(C(=O)NNC(=O)Nc2ccc([N+](=O)[O-])cc2)oc2ccccc12,-3%,-4%,?,1,-1%,-3%,-0.7%,-14%,-2%,3%
CCn1c(=O)cc(SCC(=O)Nc2ccc(Cl)cc2)c2ccccc21,-11%,-8%,0%,0,-2%,?,0.0%,5%,2%,2%
CN(C)c1cccc(C(=O)NNC(=O)C23CC4CC(CC(C4)C2)C3)c1,-1%,-5%,0%,.,?,?,0.2%,54%,0%,.
Cc1cc(C)cc(NC(=O)c2ccc3nc[nH]c3c2)c1,-4%,-4%,-5%,13,12%,?,-0.6%,65%,-4%[46.1 µM],?
CCOC(=O)C1CCCCN1C(=O)CCc1c(C)nc2ncnn2c1C (configuration not stated),-7%,-6%,-15%,1,-5%,25%,-0.2%,-35%,-2%,-7%
CC(=O)N1C(=O)N(C)C2C1N(C)C(=O)N2C(C)=O (configuration not stated),0%,.,.,-4,-12%,8%,-0.8%,.,.,0%

# No enrichment for hits, and some 3.8% of all compounds hit somewhere here.
